RNase H inhibition: RNase H inhibition, HIV 1 Gag Pol polyprotein, FRET biochemical assay, screening (AID 372). HIV-1 RT RNase H, FRET RNA/DNA substrate fluorescence; higher % means a stronger effect. one-dose inhibition, % at 10 µM; IC50 in µM for titrated hits. 100,000 tested, 0.77% active; in the data active = inhibition above about 50%
Starred values were filed as active, the others as inactive.

Compound | RNase H inhibition
CC(C)c1ccc(C2/C(=C(\O)c3ccc(F)cc3)C(=O)C(=O)N2c2nccs2)cc1 (stereo not given) | 3.0%
COC(=O)c1ccc(OC(=O)c2ccc(F)cc2)cc1 | 0.0%
CC(NC(=O)C(=O)NCC1CCNCC1)c1ccccc1 (stereo not given) | 0.0%
COc1ccc(/C=C(/NC(=O)c2ccccc2Cl)C(=O)Nc2ccc(C)cc2)cc1 | 0.0%
O=C(c1ccc([N+](=O)[O-])cc1)c1ccc2c(c1)C(=O)N(c1cccnc1)C2=O | 0.0%
CCCCOC(=O)C1=C(C)NC2=C(C(=O)CCC2)C1c1cccc(Cl)c1 (stereo not given) | 4.0%
Cc1ccc(/C=C(\C#N)c2nc3ccc(C)cc3[nH]2)cc1 | 9.0%
COc1cccc(CN2CCN(S(=O)(=O)c3ccc(Cl)cc3)CC2)c1OC | 6.0%
O=C(COc1ccc(Br)cc1)Nc1cccc(NC(=O)c2ccccc2)c1 | 15.0%
COc1cc(/C=C2/C(=O)NN(c3ccc(C)c(C)c3)C2=O)c(Br)c(Br)c1O | 28.0%
COc1cc(C)ccc1OCCOc1cccc(Oc2ccccc2)c1 | 29.0%
COc1ccc(S(=O)(=O)n2cccc2)cc1 | 4.0%
Cc1ccc2oc(-c3ccc(Cl)c(NC(=S)NC(=O)c4ccc([N+](=O)[O-])cc4)c3)nc2c1 | 18.0%
CCN(CC)C(=O)C1CCCN(Cc2ccc(OC)c(C)c2)C1 (stereo not given) | 2.0%
Cc1ccc(S(=O)(=O)OCP(=O)(c2ccccc2)c2ccccc2)cc1 | 11.0%
CC(C)CC(=O)NS(=O)(=O)c1ccc(NC(=O)c2ccccc2Cl)cc1 | 5.0%
C/C=C/c1ccc(OCCCCOc2ccc(C)c(C)c2)c(OC)c1 | 14.0%
CCN(CC)c1ccc(/C=N\NC(=O)c2cc(C(C)(C)C)[nH]n2)cc1 | 22.0%
COc1ccc(NC(=O)CSc2nc3c(cc2C#N)CCCCC3)cc1 | 28.0%
CN1C(=O)NC(=O)/C(=C/c2cc(Cl)ccc2O)C1=O | 2.0%

Next compounds follow.
Compound | RNase H inhibition
Cc1sc(NC(=O)CCN2C(=O)c3ccccc3C2=O)nc1-c1ccccc1 | 12.0%
CCOC(=O)c1ccc(NC(=S)NCc2ccc(Cl)c(Cl)c2)cc1 | 8.0%
O=C(CN1CCCCCCC1)N/N=C/c1cccs1 | 1.0%
Cc1c(N=Cc2c(O)[nH]c(=O)[nH]c2=O)c(=O)n(-c2ccccc2)n1C | 10.0%
Cc1occc1C(=O)N/N=C/c1cccnc1 | 21.0%
O=c1ccc(-c2nc3ccccc3[nH]2)n[nH]1 | 1.0%
COC(=O)C1=C(C)N=C2SCCC(=O)N2C1c1ccc(F)cc1 (stereo not given) | 0.0%
COc1cccc(C(=O)Nc2ccc(NC(=O)c3ccccc3)c(C)c2)c1 | 4.0%
O=C(NCc1ccco1)c1c(Cl)cccc1Cl | 9.0%
Cc1ccnc(Nc2nc(-c3ccncc3)cs2)c1 | 10.0%
COc1c(Cl)ccc(Cl)c1C(=O)NC(C)C | 2.0%
CCCCOc1ccc(NC(=O)Nc2cc(F)c(F)cc2Cl)cc1 | 7.0%
O=c1/c(=C\c2ccc(OCc3ccc(Cl)cc3Cl)cc2)sc2nc3ccccc3n12 | 0.0%
O=C(N/N=C/C(Br)=C\c1ccccc1)c1ccccn1 | 24.0%
COc1ccc(OC)c(CN2CCN(Cc3ccc(C)cc3)CC2)c1 | 4.0%
O=C1CC(N2CCN(c3cccc(C(F)(F)F)c3)CC2)C(=O)N1c1cccc(Cl)c1 (stereo not given) | 3.0%
Cc1ccc(S(=O)(=O)N2CCN(c3ccc([N+](=O)[O-])c(N4CCOCC4)c3)CC2)cc1 | 0.0%
O=[N+]([O-])c1cc([N+](=O)[O-])c2cccnc2c1N1CCOCC1 | 10.0%
O=C1C(Nc2ccccc2)=CC(c2ccccc2Cl)N1c1ccccc1 (stereo not given) | 3.0%
COc1cc(NS(=O)(=O)c2ccc(NC(=O)c3ccc(-c4ccccc4)cc3)cc2)ncn1 | 0.0%

Following part:
Compound | RNase H inhibition
COc1ccc(NC(=O)c2ccc(C)cc2Cl)cc1 | 4.0%
O=C(Nc1ccc(Cl)cc1)Nc1ccc(Br)cc1 | 5.0%
COc1cc(C(=O)NC2CCCCC2)cc(OC)c1OC | 8.0%
O=C1/C(=C\c2cc([N+](=O)[O-])ccc2Cl)SC(=S)N1Cc1ccccc1 | 11.0%
CCc1ccc(NC(=S)NC(=O)c2cc(I)ccc2Cl)cc1 | 5.0%
COc1ccc(/C(C)=N/NC(=O)CCc2ccccc2)c(OC)c1 | 11.0%
Cc1ccccc1NC(=O)/C(C#N)=C/c1cc(C)n(-c2ccc(-c3ccccc3)cc2)c1C | 13.0%
Oc1ccc(/C=N/Nc2nnc3c(n2)[nH]c2ccccc23)cc1 | 8.0%
O=S(=O)(c1ccc(Cl)cc1)N1C(=S)SCC1c1ccccc1 (stereo not given) | 18.0%
CC1=NN(c2ccccc2)C(=O)C1C=C1C(=O)c2ccccc2C1=O (stereo not given) | 15.0%
CCCCOc1ccc(C(=O)NC(=S)Nc2ccc(Cl)cc2)cc1 | 4.0%
Cc1ccc(NCC(O)COc2ccc(OCC(O)CNc3ccc(C)cc3C)cc2)c(C)c1 (stereo not given) | 26.0%
Clc1ccc(-c2ccc(/C=C\c3nc4ccccc4o3)o2)cc1 | 12.0%
CCC(=O)Nc1ccc(C(=O)Nc2c[nH]c(=O)[nH]c2=O)cc1 | 4.0%
S=c1[nH]nc(-c2ccccc2)n1C1CCCCC1 | 1.0%
CN(C)c1ccc(/C=N/NC(=O)CCc2ccccc2)cc1 | 17.0%
NC(=O)c1cccc(N=Cc2ccc3ccccc3c2)c1 | 35.0%
CCOC(=O)N1CCN(C(=O)CN(c2ccc(C)cc2)S(=O)(=O)c2ccc(SC)cc2)CC1 | 11.0%
COc1cc(C(O)c2nc3ccccc3n2C(C)C)cc(OC)c1OC (stereo not given) | 0.0%
Cc1ccc(S(=O)(=O)N2CCC(O)CC2C)cc1 (stereo not given) | 13.0%

(more compounds)
Compound | RNase H inhibition
O=C(/C=C/Nc1cc(Cl)ccc1O)c1cccs1 | 16.0%
O=C(NCc1ccccc1)C1CC(=O)N(c2ccc(Cl)cc2)C1 (stereo not given) | 17.0%
O=C(/C=C/c1ccc(-c2cc(Cl)ccc2Cl)o1)c1ccc(F)cc1 | 52.0%*
O=C(/C=C/Nc1ccc(I)cc1)c1ccc(Cl)cc1 | 1.0%
COCCNCC(=O)C12CC3CCC(CC(C3)C1)C2 | 1.0%
COc1ccc(C2CC(=O)C3=C(C2)Nc2ccccc2NC3c2ccc(O)cc2)cc1OC (stereo not given) | 13.0%
O=C(NC(=S)Nc1ccccc1C(F)(F)F)c1ccccc1Br | 15.0%
Cc1cc(N2C(=O)NC(=O)/C(=C\c3cccc(O)c3)C2=O)ccc1Br | 7.0%
O=C(NC(=S)Nc1ccc(N2CCCC2)cc1)c1cccc(Br)c1 | 34.0%
O=C(N/N=C/c1ccc(N2CCCCC2)o1)c1ccco1 | 9.0%
O=C(Oc1ccc(/C=c2/sc3nc4ccccc4n3c2=O)cc1)c1ccc(Br)cc1 | 8.0%
O=C(NCCOc1ccccc1F)c1ccc(CSc2ccc(Cl)cc2)cc1 | 5.0%
CCOC(=O)C1CCN(C(=O)c2ccc(F)cc2)CC1 | 2.0%
CC1=C(C(=O)Nc2ccc(Br)cc2)C(c2ccc(Cl)cc2Cl)NC(=O)N1 (stereo not given) | 10.0%
O=C(Nc1ccccc1)Nc1cccc(Cl)c1 | 6.0%
CCOc1ccc(/C=N/n2c(-c3ccc(Cl)cc3)n[nH]c2=S)cc1OC | 17.0%
Cc1ccc(-c2nn(-c3ccccc3)cc2/C=C2\SC(N)=NC2=O)cc1 | 8.0%
C/C(=N/NC(=O)c1ccc(O)c(O)c1)c1ccc(C)cc1 | 40.0%
COc1ccc(/C=N/NC(=O)CC(=O)NCCc2ccccc2)cc1 | 2.0%
COc1ccc(CC(=O)N2CCc3ccccc3C2)cc1 | 2.0%

Next section
Compound | RNase H inhibition
CCCCOc1ccc(S(=O)(=O)n2cnc3ccccc32)cc1 | 4.0%
COc1cccc(N2C(=O)c3ccc(Oc4ccc5c(c4)C(=O)N(c4cccc(OC)c4)C5=O)cc3C2=O)c1 | 12.0%
COc1ccccc1NS(=O)(=O)c1ccc(N=Cc2c(C)[nH]n(-c3ccc(C)c(C)c3)c2=O)cc1 | 4.0%
COc1cc(/C=C(\C#N)c2ccc([N+](=O)[O-])cc2)ccc1O | 49.0%
Cn1c(O)c(C2=c3cc(Br)ccc3=NC2=O)sc1=N | 7.0%
O=C(NCc1ccccc1)C(=O)Nc1cccc(Cl)c1 | 2.0%
CC(=O)c1ccc(NC(=O)c2cc(=O)[nH]c3ccccc23)cc1 | 6.0%
Cc1ccccc1NC(=O)/C=C/c1ccccc1Cl | 6.0%
O=C(O)CCC(=O)N1N=C(c2ccc(Br)cc2)CC1c1cccs1 (stereo not given) | 0.0%
N#Cc1c(NC(=O)CO/N=C/c2ccccc2)sc2c1CCCC2 | 7.0%
COc1cc(/C=C(\NC(=O)c2ccccc2)C(=O)Nc2ccc(Br)cc2)ccc1OC(C)=O | 22.0%
Cc1cc(=O)oc2cc(OCc3ccc(Cl)cc3Cl)ccc12 | 0.0%
CCN(CC)CCn1c2ccccc2n2cc(-c3ccc(OC)cc3)nc12 | 29.0%
COc1ccc(C2c3cc(OC)c(OC)cc3CCN2C(C)=O)cc1OC (stereo not given) | 6.0%
Cc1ccc(C23CC4CC(CC(C(=O)NC(C)C(=O)NC(C)(C)C)(C4)C2)C3)cc1 (stereo not given) | 1.0%
COc1ccc(Cl)cc1NC(=O)Cn1nc([N+](=O)[O-])cc1C | 7.0%
CC(C)C(C(=O)O)N1C(=O)/C(=C/c2ccccc2C(=O)O)SC1=S (stereo not given) | 7.0%
COc1cccc(N2C(=O)C3C4C=CC(C4)C3C2=O)c1 (stereo not given) | 11.0%
O=C(Nc1ccc2oc(-c3cccc(Cl)c3)nc2c1)c1ccc(Br)o1 | 12.0%
COc1ccc(N(CC(=O)NCCc2ccccc2)S(C)(=O)=O)cc1Cl | 6.0%

Five compounds out of the list, arranged by heavy-atom count, falling:
Compound | RNase H inhibition
COc1cccc(N2C(=O)c3ccc(Oc4ccc5c(c4)C(=O)N(c4cccc(OC)c4)C5=O)cc3C2=O)c1 | 12.0%
COc1ccccc1NS(=O)(=O)c1ccc(N=Cc2c(C)[nH]n(-c3ccc(C)c(C)c3)c2=O)cc1 | 4.0%
COc1cc(/C=C(\NC(=O)c2ccccc2)C(=O)Nc2ccc(Br)cc2)ccc1OC(C)=O | 22.0%
CC(=O)c1ccc(NC(=O)c2cc(=O)[nH]c3ccccc23)cc1 | 6.0%
O=C(NCc1ccccc1)C(=O)Nc1cccc(Cl)c1 | 2.0%

3 neighbouring compounds already listed, quoted:
Compound | RNase H inhibition
CCCCOc1ccc(S(=O)(=O)n2cnc3ccccc32)cc1 | 4.0%
COc1cccc(N2C(=O)c3ccc(Oc4ccc5c(c4)C(=O)N(c4cccc(OC)c4)C5=O)cc3C2=O)c1 | 12.0%
COc1ccccc1NS(=O)(=O)c1ccc(N=Cc2c(C)[nH]n(-c3ccc(C)c(C)c3)c2=O)cc1 | 4.0%

New compounds follow.
SMILES | RNase H inhibition
CCOc1cccc(N2C(=O)CC(S/C(N)=N/N=C(\C)c3ccc(Cl)s3)C2=O)c1 (stereo not given) | 5.0%
COc1cccc(COc2ccc3c(oc(=O)c4ccccc43)c2C)c1 | 6.0%
CCCCC1CC1C(=O)Nc1cccc2c(NC(=O)C3CC3CCCC)cccc12 (stereo not given) | 15.0%
COc1cc(/C=C2\SC(N)=NC2=O)cc(I)c1OC(=O)c1ccccc1 | 46.0%
CC(=O)NC1=NN(C(C)=O)C(c2cccnc2)S1 (stereo not given) | 2.0%
COc1ccc(OC)c(C(=O)c2ccc(C(=O)NC(C)(C)C)cc2)c1 | 7.0%
N/C(=N\OC(=O)c1ccc(I)cc1)c1ccccc1 | 12.0%
O=C(N/N=C/c1ccc(-c2ccccc2)cc1)c1ccccc1Br | 10.0%
COC(=O)C1=C(C)NC2=C(C(=O)CCC2)C1c1cc2c(cc1Br)OCO2 (stereo not given) | 10.0%
COCC(COCCCNC(=O)Nc1ccc(Br)cc1)OC (stereo not given) | 5.0%
COC(=O)/C=C1/Nc2ccccc2SC1=O | 8.0%
O=C(CNc1ccc2c(c1)OCO2)N/N=C\c1ccccc1Cl | 25.0%

Further compounds follow.
SMILES | RNase H inhibition
CNS(=O)(=O)c1cc(-c2n[nH]c(=O)c3ccccc23)ccc1C | 18.0%
CC(=O)N/N=C/c1cc(C)n(-c2ccc(Cl)c(Cl)c2)c1C | 32.0%
O=C(NC(=S)Nc1ccccc1)c1ccco1 | 7.0%
CCOc1cc(CN2CCC(Cc3ccccc3)CC2)ccc1O | 8.0%
COc1cc(/C=C2/C(=O)NC(=O)N(c3ccccc3F)C2=O)c([N+](=O)[O-])cc1OCc1ccccc1 | 0.0%
O=C1NC(=O)N(C2CCCCC2)C(=O)/C1=C/c1cnc(-c2ccccc2)nc1 | 5.0%
c1ccc(Cn2nnnc2-c2ccco2)cc1 | 0.0%
CCc1ccc(-n2c(C)cc(/C=C(\C#N)C(=O)Nc3ccccc3)c2C)cc1 | 16.0%
CCN1C(=O)/C(=C\c2ccc(C)cc2)C(C(=O)OC)=C1C | 0.0%
COc1ccc(NC(=O)c2ccccc2F)cc1OC | 3.0%
COc1cc(C2C(C#N)=C(C)NC3=C2C(=O)CC(c2ccccc2)C3)ccc1OCc1ccccc1 (stereo not given) | 12.0%
O=C(Nc1ccccc1C(=O)c1ccccc1)c1ccc([N+](=O)[O-])cc1 | 6.0%

New compounds follow.
SMILES | RNase H inhibition
CCSc1nc2c(c(=O)n1CCc1ccccc1)C1(CCCCC1)Cc1ccccc1-2 | 5.0%
CCc1c(C)nc2cc(-c3ccccc3)[nH]n2c1=O | 6.0%
CCC(=O)Nc1ccc(NC(=O)Cc2ccccc2)cc1 | 0.0%
O=C(O)C(Cc1ccccc1)N1C(=O)/C(=C/C(Cl)=C/c2ccc([N+](=O)[O-])cc2)SC1=S (stereo not given) | 20.0%
O=C(C(=O)c1ccc(C(c2ccc(C(=O)C(=O)c3ccccc3)cc2)(C(F)(F)F)C(F)(F)F)cc1)c1ccccc1 | 14.0%
COc1cccc(C(=O)Nc2sc(C(=O)OC(C)C)c(C)c2C(=O)OC(C)C)c1 | 0.0%

An excerpt. The share of hits here may be higher or lower than overall.
